Source: PubChem BioAssay (several laboratories)
mABHD4 FP: inhibits mouse alpha/beta hydrolase domain 4; AID 720543; inhibition, % at 8.92 µM; Q8VD66; 0.54% of 370,000 active; purified mABHD4, FP-Rh probe fluorescence polarization;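 active = inhibition exceeding the mean over every tested compound plus 3 SD, cut at about 30% in these data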;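 also: 0% = plate median of compound wells and 100% = S159A mutant with DMSO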
Target sequence (Q8VD66 whole entry, looked up, the tested form may be a part): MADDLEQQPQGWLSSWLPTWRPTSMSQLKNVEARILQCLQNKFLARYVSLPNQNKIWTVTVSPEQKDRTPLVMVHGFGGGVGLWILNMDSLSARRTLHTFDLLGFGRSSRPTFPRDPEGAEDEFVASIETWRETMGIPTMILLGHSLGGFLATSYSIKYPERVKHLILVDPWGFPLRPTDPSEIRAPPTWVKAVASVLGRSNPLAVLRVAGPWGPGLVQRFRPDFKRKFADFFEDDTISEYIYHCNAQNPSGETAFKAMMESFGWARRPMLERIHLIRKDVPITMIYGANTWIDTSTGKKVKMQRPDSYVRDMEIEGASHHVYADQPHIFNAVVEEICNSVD
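Test system: mouse ABHD4 enzyme, wild type. Reagent: FP-Rh fluorescent activity-based probe, added after compound pre-incubation. Timing: pre-incubation 45 min, probe exposure 60 min, at 25 °C. Technique: FP readout, ex 525 nm / em 598 nm. Benchmarks: high control S159A mutant with DMSO, low control median of compound wells.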
GC-B act: GC-B (human) receptor activation; HEK293-GC-B cells, CNP EC30, cGMP TR-FRET; 0% at EC30 CNP, 100% saturating CNP; activation, % at 10 µM; 0.11% of 370,000 active; AID 1920062;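 active = activation at 10 µM reaching about 35% in either raw or pattern-adjusted values, limit read from the data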
UHRF1 binding: UHRF1 methyl-DNA binding inhibition; UHRF1 binding to methylated oligo, TR-FRET; inhibition, % at 4.4 µM; 0.75% of 370,000 active; AID 687016; in the data active = inhibition above about 21%;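 also: UHRF1 SRA domain binding a hemimethylated CpG hairpin DNA probe; 0% = median of test compound wells and 100% = reference inhibitor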
SIAE primary: inhibitors of human sialic acid acetylesterase SIAE | inhibition, % at 9.66 µM | Q9HAT2 | SIAE FP-Rh probe binding, fluorescence polarization | AID 1053197 | 0.69% of 370,000 active;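 active = inhibition above a cutoff: mean of compounds within the control limits plus 3 SD of those, cut at about 17% in these data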;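 also: 0% = plate median of compound wells and 100% = probe without SIAE protein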
Target sequence (Q9HAT2 whole entry, looked up): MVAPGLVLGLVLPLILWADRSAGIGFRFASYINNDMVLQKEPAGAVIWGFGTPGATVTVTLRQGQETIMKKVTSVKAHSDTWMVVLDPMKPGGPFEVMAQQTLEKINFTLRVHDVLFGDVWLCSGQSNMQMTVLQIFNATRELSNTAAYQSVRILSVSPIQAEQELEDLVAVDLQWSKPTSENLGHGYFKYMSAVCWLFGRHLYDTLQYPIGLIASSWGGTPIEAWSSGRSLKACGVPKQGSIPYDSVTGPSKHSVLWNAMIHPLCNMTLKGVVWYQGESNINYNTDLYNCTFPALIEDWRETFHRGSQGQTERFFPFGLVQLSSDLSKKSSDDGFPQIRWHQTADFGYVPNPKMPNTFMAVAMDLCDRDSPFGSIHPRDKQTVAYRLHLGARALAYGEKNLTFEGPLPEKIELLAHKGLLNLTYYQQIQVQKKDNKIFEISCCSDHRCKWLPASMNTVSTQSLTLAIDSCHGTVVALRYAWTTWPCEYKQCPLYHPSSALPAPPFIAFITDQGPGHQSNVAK
GC-A act: GC-A (human) enzyme activation; HEK293 GC-A cells, cGMP TR-FRET, EC30 ANP; 0% at EC30 ANP, 100% saturating ANP; activation, % at 10 µM; 0.14% of 370,000 active; AID 1671463; in the data active = activation above about 40%
HTRA1 inhibitor: inhibitors of human serine peptidase HTRA1. inhibition, % at 5.96 µM. Q92743. recombinant HTRA1, FP-rhodamine activity-based probe, fluorescence polarization. 0.5% of 340,000 active; in the data active = inhibition above about 36%;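 also: 0% = enzyme with DMSO and 100% = wells lacking enzyme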
TCR CD3 inh: inhibitors of human TCR-CD3 interaction | TAMRA-labeled TCR probe fluorescence, biochemical | AID 651800 | 0.37% of 360,000 active | inhibition, % at 9.4 µM; in the data active = inhibition above about 19%;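 also: recombinant mutant TCR 2C K166C tagged with TAMRA read by polarization; 0% = receptor in buffer alone and 100% = receptor with positive control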
rCAG RNA binder: binds r(CAG) RNA repeats | inhibition, % at 3 µM | r(CAG) RNA repeat, TO-PRO-1 dye displacement fluorescence | 1.3% of 370,000 active;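 active = inhibition above the plate cutoff, the mean of all test compounds on that plate plus 3 SD, cut at about 35% in these data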;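 also: 0% = DMSO alone and 100% = 100 µM mitoxantrone as full dye displacement; higher means more dye released from RNA so lower well fluorescence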
MBD2 inh: MBD2-methylated oligo binding inhibition; Q9UBB5; TR-FRET, MBD2 binding to methylated oligonucleotide; inhibition, % at 4.4 µM; 0.31% of 370,000 active; in the data active = inhibition above about 13%
PRMT1 inh: blocks human protein arginine methyltransferase 1 | recombinant PRMT1, activity-based probe fluorescence polarization | inhibition, % at 2.79 µM | 1.3% of 370,000 active | Q99873;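 active = inhibition above about 21% made by adding two undisclosed values, limit read from the data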
Active calls of the source: *; / = no result given.

Compound,mABHD4 FP,GC-B act,UHRF1 binding,SIAE primary,GC-A act,HTRA1 inhibitor,TCR CD3 inh,rCAG RNA binder,MBD2 inh,PRMT1 inh
Cc1cc(C(=O)COc2cccnc2[N+](=O)[O-])c(C)n1-c1ccccc1,6,-5,-7,5,-2,-2,0,2,-1,6
COc1cc(C(=O)N2CCN(C(=O)c3cc(-c4ccc(Br)cc4)n[nH]3)CC2)cc(OC)c1OC,-10,2,0,6,6,-5,-1,-2,1,-4
CN(Cc1ccccc1)C(=O)c1ccc(NC(=O)Cc2ccc(NC(=O)C3CCCN(C(=O)C4CC4)C3)cc2)cc1 (stereo not given),-1,-6,-2,-4,2,0,3,7,0,2
CCOC(=O)c1c(NC(=O)C2COc3ccccc3O2)sc(C(C)=O)c1C (stereo not given),-8,-10,6,-8,-4,1,-5,1,8,16
CC(=O)Nc1ccc(S(=O)(=O)N2CCN(Cc3cccs3)CC2)cc1,11,1,4,-2,-1,-3,5,5,-3,3
O=C(N/N=C/c1c(F)cccc1Cl)c1ccc(Cn2cc(Br)cn2)o1,-11,-6,-6,-6,-7,-26,10,-3,4,-2
O=C(Cn1cc([N+](=O)[O-])cn1)NCCc1c[nH]c2ccccc12,2,-2,0,2,8,1,4,4,-5,2
O=C1N2Cc3ccccc3C2CS(=O)(=O)N1C1CCCC1 (stereo not given),-3,-3,8,-4,3,/,/,2,7,7
COc1ccc(-n2ncc(S(=O)(=O)c3ccccc3)c2-c2ccc(Cl)cc2)cc1,-16,-9,2,-9,-7,-29,2,-1,-1,1
Cc1cc(C)cc(NS(=O)(=O)c2ccc3[nH]cc(C(=O)NCc4ccco4)c(=O)c3c2)c1,-56,0,-3,-29,-6,-60,3,33,-1,2
Cn1ccc(C(=O)N/N=C/c2ccncc2)n1,2,1,2,-1,-1,2,-5,0,-2,0
O=C(c1ccccc1)c1ccccc1C(=O)N1CCOCC1,5,2,1,2,3,6,5,-3,5,-1
CCN1C2=C(C(=O)CCC2)C(c2ccc(O)c(Br)c2)C2=C1CCCC2=O,10,3,-4,15,-7,19,7,-2,0,5
CCCCn1c(N)c(N(CCOC)C(=O)COC(=O)c2cc(CC)c(C)s2)c(=O)[nH]c1=O,-3,1,5,3,-2,8,2,-1,-1,-3
COc1cc(OC)cc(-c2sc3ccc(OC)cc3c2C#CCCO)c1,-33,-1,13,-16,2,-90,-6,15,7,-1
O=c1[nH]c(SCc2ccccc2)nc2c1cnn2-c1ccc(F)cc1,0,6,0,8,5,-12,-5,7,-7,-4
COc1nc(Oc2ccc(C(=O)OCC(N)=O)cc2)nc(N(C)C)n1,3,-3,-3,-4,0,-2,-7,-2,-2,2
COc1ccccc1CNC(=O)OCc1nccnc1C(=O)Nc1ccc(Br)cn1,0,-4,-2,7,-8,-4,6,2,3,1
CCc1c(C)sc(NC(=O)c2ccco2)c1C(=O)N1CCCCC1,7,4,-5,14,-2,5,5,3,-7,4
CSc1ccccc1OCc1cc(C(=O)N(C)Cc2ccc3nsnc3c2)no1,-17,-4,2,-5,-3,-19,3,-3,0,0
OC(c1cccc(Cl)c1)c1ncc(-c2cccc(C(F)(F)F)c2)[nH]1 (stereo not given),-28,-8,-2,0,-5,/,-3,2,2,-4
Cc1ccc2c(c1)N(CC(=O)N(Cc1ccc3c(c1)OCO3)CC1CCCO1)C(=O)C(C)O2 (stereo not given),-1,-3,15,0,-13,-5,-6,-7,-1,0
N#Cc1cc2c(cc1NC(=O)CCn1cnnn1)OCO2,8,3,1,-3,0,-4,1,1,3,4
Cc1ccc(NC(=O)COC(=O)c2ccc3c(c2)NC(=O)C2CCCN32)cc1 (stereo not given),-18,-2,-8,-17,1,-30,-8,15,-2,-1
CCC(C)Nc1c2c(nc3c(-c4ccccc4)c(C)nn13)CCC2 (stereo not given),2,-2,0,6,-2,-8,0,-1,-4,2
O=C(NCc1n[nH]c(=S)n1-c1cccc(C(F)(F)F)c1)c1ccc(S(=O)(=O)N2CCCC2)cc1,-8,2,2,0,-2,-7,-6,11,-5,9
COc1ccc(OC)c(NC(=O)C(=O)NNC(=O)COc2ccc(Br)cc2C)c1,7,-1,7,-2,2,-3,-2,9,5,7
O=C(Nc1ccnn1C1CCN(CCCc2ccccc2)CC1)c1ccccc1Cl,9,2,-1,4,1,-3,5,-7,-1,1
Cn1ccnc1SCC(=O)Nc1cccc2ccccc12,1,4,0,-3,1,5,9,-1,-1,0
CNS(=O)(=O)c1cccc2nsnc12,-7,2,-4,-3,-3,2,2,5,3,1
CCc1nc(SCc2ccccc2C#N)n[nH]1,12,4,3,4,3,5,3,-3,0,1
CCCNC(=O)C1(C)CCCN(Cc2c(F)cccc2F)C1 (stereo not given),-1,-5,-1,1,6,/,-1,-2,1,-4
CCN(c1ccc(NC(=O)COC(=O)c2cc3ccccc3oc2=O)cc1)C(C)C,4,-6,-1,3,0,19,11,4,1,-3
Fc1ccc(CNC(=S)NCc2ccc(F)cc2)cc1,-9,7,-2,7,0,-1,6,0,1,-1
O=C1CSCC(=O)N1Cc1ccc(Cl)c(Cl)c1,6,-5,-3,-5,-1,1,5,-3,-5,-1
CCOC(=O)c1ccc(NC(=S)N2CCCC(C(=O)N3CCCC3)C2)cc1 (stereo not given),7,5,-2,5,-2,-4,-7,-4,-1,-2
COC(CNC(=O)c1cccc2c1C(=O)N(Cc1cccnc1)C2)OC,0,7,1,16,-3,5,-3,-2,-6,-3
CC(C)(C)OC(=O)CNC(=O)c1[nH]cnc1C(=O)N[C@@H](Cc1ccccc1)C(=O)OCc1ccccc1,-47,6,4,-31,2,-28,6,-4,0,-1
COc1ccccc1CNC(=O)C(NC(=O)c1ccccc1C)C(C)C (stereo not given),-7,1,0,-2,-1,4,3,-6,-3,1
CCOC(=O)C1=C(C)NC2=C(C(=O)C(C(=O)OCC)C(c3cccc(OC)c3)C2)C1c1ccccn1 (stereo not given),-1,-1,0,-2,-3,0,3,-7,4,3
C=CCOc1ccccc1CN1CCC(Oc2ccc(C(=O)N3CCCCC3)cc2)CC1,2,4,-2,17,1,0,4,-11,1,-1
COc1ccc(C(=O)NCc2ccc(C)cc2)cc1S(=O)(=O)N1CCOCC1,5,-2,1,-1,0,7,7,1,0,0
CC(=O)Nc1ccc2nc(SCC(=O)NCCOc3ccccc3)sc2c1,-8,-1,2,-5,-6,-17,1,0,7,3
Cc1ccc(C(=O)Nc2ccc3ccccc3n2)cc1,-7,-2,3,-3,16,-3,-5,2,5,3
C[C@@H](O)C1NC(=O)[C@H](CCCCN)NC(=O)c2cc([N+](=O)[O-])cc(I)c2NCCC[C@@H](C(N)=O)NC1=O (stereo not given in full),2,6,-3,-2,2,-8,3,14,-4,2
CCN(C[C@H]1N[C@@](Cc2ccccc2)(C(=O)OC)[C@H]2C(=O)N(Cc3ccccc3)C(=O)[C@@H]12)C(=O)c1ccc(C)cc1,3,-3,0,-3,-6,-4,2,0,-6,-3
CC(C)n1nnnc1SCC(=O)N1CCOCC1,4,10,3,-4,0,9,2,1,-3,-2
COC(=O)c1onc(-c2c(C)cc(C)cc2C)c1C(=O)OC,-11,10,-4,-5,0,2,2,-8,1,-1
O=C(COC(=O)c1ccccc1)Nc1cc(Cl)ccc1Oc1ccccc1,-15,1,0,-3,4,-31,4,0,3,-1
CCNC(=O)C1(C)CCN(C(=O)c2cccc(C(F)(F)F)c2)C1 (stereo not given),2,3,-1,1,1,/,-9,0,0,-4

Next section:
Compound,mABHD4 FP,GC-B act,UHRF1 binding,SIAE primary,GC-A act,HTRA1 inhibitor,TCR CD3 inh,rCAG RNA binder,MBD2 inh,PRMT1 inh
CC(=O)Nc1ccc(S(=O)(=O)N(C)CC(=O)NC2CCCC(C)C2C)cc1 (stereo not given),10,-6,-3,7,3,-1,-7,-3,-8,0
O=C(CN1CCOCC1)N1CCN(c2nnc(-c3ccccc3)c3ccccc23)CC1,0,-1,-4,0,-3,4,7,-8,-8,2
CCCCOC(=O)c1ccc(NC(=O)c2c(Cl)ccc(Cl)c2OC)cc1,-35,-5,-1,-26,-5,-50,-3,2,-1,-2
CCOc1ccc(NCc2nnc(SCc3ccccc3Cl)n2-c2ccccc2)cc1,7,-8,-2,-1,-11,-5,-8,-5,-6,2
COc1cc(C2Nc3cccc4cccc(c34)N2)cc(OC)c1O,-2,/,4,47*,/,39*,-1,36*,3,4
COc1ccccc1Cc1noc(COc2cccc(C)c2C)n1,-3,-6,2,6,1,-17,1,9,-1,2
C#CCO[C@@H]1C[C@H](n2ccc(NC(=O)c3ccccc3)nc2=O)O[C@@H]1CO,-5,5,1,-3,0,-2,-1,1,-7,0
CC(=O)N1CCc2cc(Br)cc(S(=O)(=O)NCCCN3CCCC(C)C3)c21 (stereo not given),9,6,-1,-1,2,6,6,-3,2,0
C[C@H](CO)N1C[C@H](C)[C@@H](CN(C)C(=O)c2ccccc2)Oc2cc(C#C[C@@H](C)O)ccc2S1(=O)=O,0,-1,5,0,1,2,1,7,-2,2
O=C(NCc1c(Cl)cccc1Cl)c1ccc2nnsc2c1,-7,0,2,1,1,-19,0,13,1,-1
COc1ccc(-c2[nH]c3ccccc3c2SCCN)cc1,13,-6,1,3,-4,-4,-1,7,3,2
CCCCNc1nc2c(c(=O)n(Cc3ccccc3)c(=O)n2C)n1C,2,9,0,-1,7,7,-6,-4,4,2
CC(C)CCN1CCC(C)(NC(=O)c2ccccc2)C1=O (stereo not given),-2,7,-2,-2,1,-3,1,-2,0,-1
CCc1nc2ccc(C(=O)Nc3cc(-c4ccccc4)ccc3OC)cn2c1N(C)C(=O)c1cccc(OC)c1,-17,-2,2,-21,-6,/,-9,13,1,2
Cc1cnc(C(=O)OCC(=O)NC2CCCCC2)cn1,5,-4,-1,0,-3,13,-2,5,2,0
CCOc1cc(S(=O)(=O)Nc2ccccn2)ccc1F,-2,11,1,-2,2,6,-6,4,2,2
C/C(=N\NC(=O)c1cc(C2CC2)nc2ccccc12)c1ccc(O)cc1O,8,-10,2,8,0,15,22*,7,0,-2
CCOc1ccc2nc(NC(=O)c3cc([N+](=O)[O-])ccc3N3CCOCC3)sc2c1,4,0,4,-1,0,5,1,4,-4,-3
Cc1ccc(S(=O)(=O)N2CCOCC2)cc1C(=O)OCC(=O)NCCc1ccccc1,3,-4,-4,-3,-1,8,4,4,0,-1
CC1CCN(C(C(=O)Nc2ccc(C(C)C)cc2)c2ccc3c(c2)OCO3)CC1 (stereo not given),5,0,1,-3,-1,-21,-6,2,-6,-4

Exported with values under each structure: three of the compounds above.
Sequence of screens: mABHD4 FP, GC-B act, UHRF1 binding, SIAE primary, GC-A act, HTRA1 inhibitor, TCR CD3 inh, rCAG RNA binder, MBD2 inh, PRMT1 inh
> O=c1[nH]c(SCc2ccccc2)nc2c1cnn2-c1ccc(F)cc1
    0, 6, 0, 8, 5, -12, -5, 7, -7, -4
> COc1ccc(-c2[nH]c3ccccc3c2SCCN)cc1
    13, -6, 1, 3, -4, -4, -1, 7, 3, 2
> COc1ccccc1Cc1noc(COc2cccc(C)c2C)n1
    -3, -6, 2, 6, 1, -17, 1, 9, -1, 2

Some of the compounds tested. The share of hits here may be higher or lower than overall.
